ATXN viability: Viability Counterscreen for Primary qHTS for Inhibitors of ATXN expression; S2 cells (HEK-293 line with an ATXN2-luciferase reporter) viability, CellTiter-Fluor protease fluorescence, 24 h; Potency, µM (top dose mostly 56.7 µM), hits mostly cytotoxic; actives 0.49% (n = 400,000); AID 651635, 2014; also: potency is read from the fitted curve at half-maximal effect; nearly all actives have a fitted effect of over 40% in size
A549 viability: Nrf2 qHTS screen for inhibitors: counterscreen for cytotoxicity | actives 0.16% (n = 390,000) | Potency, µM (titrated, usually from 46 µM), without a hit: at the highest dose activity change, negative = cytotoxicity, hits mostly inhibitors | A549 ARE-Fluc cells, CellTiter-Fluor viability, 18-24 h; also: potency is read from the fitted curve at half-maximal effect; % is scaled to controls: 0 for no effect and ±100 for the full control effect
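Cytotoxicity counterscreen: CellTiter-Fluor fluorescence was measured in A549 ARE_Fluc cells after 18-24 h of compound exposure in a concentration series. The subsequent BugLite luminescent read reports ARE-luciferase activity.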
EPAC2 agonist: qHTS for Agonist of cAMP-regulated guanine nucleotide exchange factor 4 (EPAC2): primary screen; AID 720711, 2013; Rap guanine nucleotide exchange factor 4 (Homo sapiens), Q8WZA2; EPAC2 activation, biochemical qHTS; response scale: 100% = 6.5 mM cAMP response; actives 0.079% (n = 360,000); Potency, µM (highest dose often 154 µM), inactives show at the highest dose activation, actives largely listed as activators; also: potency is read from the fitted curve at half-maximal effect; nearly all actives have a fitted effect of over 50% in size
Target sequence (Q8WZA2 whole entry, looked up): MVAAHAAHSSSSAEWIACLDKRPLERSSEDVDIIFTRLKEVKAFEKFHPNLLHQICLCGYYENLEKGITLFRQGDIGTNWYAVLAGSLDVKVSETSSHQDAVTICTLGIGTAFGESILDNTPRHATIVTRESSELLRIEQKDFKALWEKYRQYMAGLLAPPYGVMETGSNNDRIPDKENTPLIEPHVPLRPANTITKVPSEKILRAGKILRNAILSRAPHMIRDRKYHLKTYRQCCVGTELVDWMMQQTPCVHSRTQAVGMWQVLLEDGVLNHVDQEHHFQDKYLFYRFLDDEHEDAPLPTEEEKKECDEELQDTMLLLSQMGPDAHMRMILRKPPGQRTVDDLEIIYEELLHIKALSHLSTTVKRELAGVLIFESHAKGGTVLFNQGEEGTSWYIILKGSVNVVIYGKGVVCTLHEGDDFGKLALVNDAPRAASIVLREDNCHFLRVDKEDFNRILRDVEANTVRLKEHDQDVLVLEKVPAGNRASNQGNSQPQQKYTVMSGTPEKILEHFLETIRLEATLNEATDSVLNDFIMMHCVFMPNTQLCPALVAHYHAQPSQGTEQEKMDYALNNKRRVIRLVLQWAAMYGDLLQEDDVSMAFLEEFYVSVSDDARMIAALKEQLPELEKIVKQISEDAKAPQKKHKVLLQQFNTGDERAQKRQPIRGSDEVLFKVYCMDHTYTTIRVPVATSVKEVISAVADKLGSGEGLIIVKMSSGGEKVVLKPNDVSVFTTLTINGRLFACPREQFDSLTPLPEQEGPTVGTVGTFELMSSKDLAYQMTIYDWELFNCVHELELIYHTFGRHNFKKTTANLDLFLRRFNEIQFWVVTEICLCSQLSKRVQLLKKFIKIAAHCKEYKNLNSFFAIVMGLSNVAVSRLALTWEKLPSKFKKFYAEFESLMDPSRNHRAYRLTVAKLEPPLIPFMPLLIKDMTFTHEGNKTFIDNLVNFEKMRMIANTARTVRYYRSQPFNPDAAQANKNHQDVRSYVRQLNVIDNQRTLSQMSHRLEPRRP
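Guanine nucleotide exchange by EPAC2 is measured as reduced fluorescence of BODIPY-GDP once it is released from 250 nM Rap1B. Plates are read kinetically for 30 min at room temperature; results are scaled to 6.5 mM cAMP.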
HepG2 viability: qHTS for Inhibitors of TGF-b: Cytotox Counterscreen; HepG2 CAGA-GFP viability, ATP luminescence, 18 h; Potency, µM (top dose mostly 46.1 µM), for the others: at the top dose activity change, negative = cytotoxicity, usual class: cytotoxic; actives 0.76% (n = 410,000); also: potency is read from the fitted curve at half-maximal effect; some results filed as inactive show a strong effect at the top dose
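CellTiter-Glo luminescence gave cytotoxicity after 18 hours at 37 degrees C. The cells were HepG2 CAGA-GFP in 1% FBS DMEM, stimulated with 500 pg/mL TGF-beta after compound addition. %Activity was normalised to no-cell wells (complete cell-killing) and DMSO (no toxicity), and curves were fitted and classified.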
Nrf2 block: Nrf2 qHTS screen for inhibitors. A549 ARE-Fluc reporter, luciferase luminescence, 18-24 h. Potency, µM (top dose mostly 46 µM), for the others: at the highest dose activity change, negative = inhibition, hits mostly inhibitors. actives 2.1% (n = 360,000); also: potency is read from the fitted curve at half-maximal effect; % is scaled to controls: 0 for no effect and ±100 for the full control effect; nearly all actives have a fitted effect of over 60% in size
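Concentration-response testing used A549 ARE_Fluc cells at 5000 cells/well. Following an 18-24 h compound incubation, viability was read by fluorescence (Ex 405/Em 525) and luciferase output by luminescence.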
ATXN2 expr inh: Primary qHTS for Inhibitors of ATXN expression | HEK-293 ATXN2-luciferase reporter, luminescence, 24 h | Potency, µM (series often up to 57 µM), for inactives: at the top dose activity change, negative = inhibition, hits mostly inhibitors | actives 0.72% (n = 360,000); also: potency is read from the fitted curve at half-maximal effect; % is scaled to controls: 0 for no effect and ±100 for the full control effect; nearly all actives have a fitted effect of over 55% in size
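qHTS (up to 57 uM final) was run with 24 h compound exposure of reporter cells at 37 °C. Each well was multiplexed: SteadyGlo luminescence measured ATXN2-luciferase expression after a fluorogenic Gly-Phe-AFC viability readout (25 uM final).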
TGFb SMAD3 inh: qHTS for Inhibitors of TGF-b. HepG2 CAGA-GFP TGF-b/SMAD3 reporter, GFP fluorescence, 18 h; TGF-beta stimulated, 500 pg/mL final. Potency, µM (highest dose often 46.1 µM), inactives show top-dose activity, negative = inhibition, usual class: inhibitors. actives 1.2% (n = 410,000); also: potency is read from the fitted curve at half-maximal effect; % is scaled to controls: 0 for no effect and ±100 for the full control effect; nearly all actives have a fitted effect of over 65% in size
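Inhibition of TGF-beta-driven CAGA-GFP reporter expression in HEPG2 cells is measured by cellular GFP fluorescence after 18 h stimulation with 500 pg/mL recombinant TGF-beta in 1% FBS medium at 37 degrees C.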
Nrf2 ARE act: qHTS of Nrf2 Activators; AREc32 ARE-luciferase reporter (MCF7-derived line), luminescence, 24 h; Potency, µM (highest dose often 46.1 µM), for the others: at the top dose activation, usual class: activators; actives 0.31% (n = 410,000); also: potency is read from the fitted curve at half-maximal effect; % of control where 0% means no effect; nearly all actives have a fitted effect of over 65% in size
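Cells of the AREc32 ARE-luciferase line are plated in OPTI-MEM containing 5% FBS and left overnight at 37 deg C. Compounds are pinned in, incubation continues 24 hr, and firefly luciferase signal is then measured.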
IL2 activator: qHTS of IL-2 Activators. activation, % (series mostly up to about 46 µM). actives 0.065% (n = 360,000). IL-2 activation reporter assay, cell-based qHTS; stimulated with anti-CD3/CD4/CD28 beads; in transgenic mouse T cells; in the data active = activation above about 50%; inconclusive = mostly about 30% to 49%; also: 0% is about no effect
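Unstimulated transgenic mouse T cells preincubated 60 min with compound, then stimulated with anti-CD3/anti-CD4-coated beads plus anti-CD28 for 18 h at 37 degrees C. IL-2 response read as EGFP and DsRed fluorescence by plate cytometry.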
Starred values were filed as active, the others as inactive; i = inactive; ? = inconclusive; . = not tested or not shown; & = joins results of further samples; [ ] = dose if it differs, or a comment. Unless noted, calls follow the shape of the dose curve; as a rule, active = well fitted curve in the direction sought with a large enough effect; inconclusive = small, poorly fitted or top-dose-only effect, or another doubt; inactive = no such curve, though single readings can be large; an effect the other way counts as inactive or inconclusive.

SMILES	ATXN viability	A549 viability	EPAC2 agonist	HepG2 viability	Nrf2 block	ATXN2 expr inh	TGFb SMAD3 inh	Nrf2 ARE act	IL2 activator
O=C(NC(=S)Nc1ccccc1N1CCOCC1)c1ccc(-c2cccc(Cl)c2)o1	i	-3%	1%	-4%	17%	0%	14%	0.1%	0.4
Cc1cc(N2C(=O)C(O)=C(C(=O)c3ccc(C)o3)C2c2ccc(OCc3ccccc3)cc2)no1 (centres undefined)	i	-19%	-12%	5%	-26%	7%	18%	0.1%	-3.8
COc1ccc(CCNC(=O)c2ccc3c(c2)N(Cc2cccc(Cl)c2)C(=O)c2ccccc2S3=O)cc1OC (centres undefined)	.	-1%	.	-31%	.	.	-25%	-0.8%	.
COC(=O)c1ccc(C(=O)N=c2sccn2C)cc1	i	-1%	11%	-34%	?	20%	0%	0.4%	-2.9
CCCc1nc2nc(C)c(NS(=O)(=O)c3ccc4c(c3)CCCC4)c(=O)n2[nH]1	i	0%	1%	10%	2%	6%	0%	0.1%	0.0
O=C1C(=O)c2cccnc2-c2ncccc21	0.4µM*	.	?	2µM*	.	0.5µM*	1.4µM*	-2.9%	-0.7
CCCC(=O)NCCc1cc2ccc(C)c(C)c2[nH]c1=O	i	-11%	12%	-18%	-14%	-6%	-9%	-0.3%	-2.8
CCCOCCOC(=O)C1=C(C)NC(=O)NC1c1cc(Cl)c(O)c(OC)c1 (centres undefined)	i	-3%	5%	13%	-13%	2%	0%	0.0%	2.5
COc1cccc(/C=N/NC(=O)CC(=O)NCCc2ccccc2)c1OC	i	-1%	-12%	4%	-4%	9%	1%	0.0%	-0.2
COc1ccc(CC(=O)Nc2ccc(C)c(S(=O)(=O)N3CCCCCC3)c2)cc1	i	-18%	9%	-21%	?	-16%	?	-0.9%	-0.5
CCOC(=O)c1ccc(NC(=O)CSc2nnc(C3CCCCC3)n2C)cc1	i	-2%	4%	-19%	10%	-19%	-1%	2.5%	-0.2
COc1ccc(Br)c(-c2nnc(CS(=O)(=O)c3ccccc3)o2)c1	i	0%	10%	-31%	?	68%[activator]	0%	3.1%	-0.2
CCC[C@@H]1C[C@@]1(CCC)[C@@H](NC(=O)c1ccccc1)c1ccc(C(=O)OC)cc1	i	-4%	-3%	-13%	-7%	2%	?	4.3%	-1.5
Cc1ccc(C(=O)OCC(=O)N(C)c2ccccc2)cc1C	i	1%	5%	5%	13%	14%	6%	0.0%	-1.7
O=c1[nH]c2cnccc2n1-c1ccccc1	i	1%	-11%	-12%	21%	1%	?	4.2%	0.2
COc1ccc2c(c1)c([C@@H]1[C@H](C)[C@H]3CCCC[C@H]3CN1S(=O)(=O)c1ccc(C)cc1)cn2C	i	4%	13%	-37%	-18%	-5%	-23%	0.8%	0.0
CCC(C)NC(=O)c1sc2nc(C)c(C(=O)Nc3ccc(Cl)cc3)c(-c3ccc(Br)cc3)c2c1N (centres undefined)	i	5%	.	17%	6%[9.27 µM]	2%	20%	-0.3%	.
CCOC(=O)c1cnc2c(Cl)cccc2c1NCCN(C)C	i	12%	0%	-12%	6%	-6%	-3%	-0.2%	-1.9
CCCCOC(=O)c1ccc(NC(=O)COC(=O)C2CC2C)cc1 (centres undefined)	i	.	2%	14%	.	.	-13%	0.1%	-1.8
C=CCn1c(CSCc2ccccc2)nnc1SCC(=O)N1CCN(c2ccccc2)CC1	i	-7%	4%	6%	?	-8%	-10%	1.5%	0.6
CN(C)CCN(C(=O)c1ccc2ccccc2c1)c1nc2cc3c(cc2s1)OCO3	i	.	?	-51%	.	.	-11%	0.3%	-2.8
O=C(Cc1ccc(-c2ccccc2)cc1)NCCN1CCOCC1	i	11%	8%	-19%	-6%	3%	18%	0.8%	0.0
Cc1ccc(CCNC(=O)c2cc(S(=O)(=O)N3CCOCC3)cn2C)cc1	.	-5%	3%	0%	-4%	-21%	2%	-1.1%	-0.4
C/C(=N\NC(=O)C1COc2ccccc2O1)c1ccccn1 (centres undefined)	?	?	-12%	-17%	9.2µM*	3.5µM*	?	?	0.8
Nc1c(C(=O)NCC2CCCO2)sc(=S)n1-c1ccccc1 (centres undefined)	i	7%	10%	-10%	?	5%	-8%	0.5%	0.3
O=C(O)c1ccc(N2C(=O)CSC2=S)cc1	i	-4%	4%	-17%	-20%	-35%	6%	-0.6%	-0.7
O=C1N(c2ccccc2)C(c2ccccc2)N2CCCN12 (centres undefined)	i	1%	2%	0%	19%	.	3%	4.3%	0.9
COc1ccc(NC(=O)CN2CCN(CC(=O)Nc3ccc(F)cc3)CC2)cc1Cl	i	2%	2%	-13%	-12%	-7%	-3%	2.3%	-3.8
O=C(Nc1ccc(N2CCOCC2)cc1)Nc1ccc(Cl)c(Cl)c1	?	-30%	-12%	-41%	.	-2%	-28%	0.2%	0.1
COc1cccc(N2CCN(C(=O)c3ccc(=O)oc3)CC2C)c1 (centres undefined)	i	-1%	9%	-3%	-2%	-13%	3%	2.9%	0.3
Cc1cccn2c(=O)nc(SCC(=O)NCc3ccccc3)nc12	i	-4%	3%	13%	-7%	5%	21%	-0.5%	1.1
CCN(C(=O)c1cccn(Cc2cccc(Cl)c2)c1=O)c1ccccc1	i	-7%	.	-13%	.	2%	1%	-0.4%	.
O=C(NCc1ccc(Cl)cc1)C1CCC(=O)N(C2CCCCCC2)C1 (centres undefined)	i	1%	4%	-44%	6%	-3%	?	0.3%	-1.1
CC(NC(=O)c1noc2c1CCCCC2)c1ccccc1 (centres undefined)	i	3%	20%	-22%	11%	29%	0%	4.4%	-1.5
CCOCCCNC(=O)/C(C#N)=C/c1ccc(C)o1	i	-2%	-1%	-15%	0%	21%	7%	18%	-3.3
NS(=O)(=O)c1ccc(CCNC(=S)NC2CCCCC2)cc1	i	3%	7%	13%	8%	-16%	20%	-0.3%	-0.6
O=C(Cn1nc(-c2ccccc2)nc(Cc2ccccc2)c1=O)Nc1ccc(Cl)cc1	.	-8%	.	-1%	.	.	0%	-0.9%	.
CCNC(=O)Nc1nc2ccccc2s1	i	0%	-10%	1%	?	35%[activator][11.3 µM]	6%	-0.8%	-1.9
Cc1ccc(C(=O)Nc2nc(-c3ccc4c(c3)OCCO4)cs2)o1	i	.	7%	-24%	.	.	0%	3.2%	0.4
CC(=O)c1cc(-c2ccccc2)n(CCC(=O)NC(C)(C)C)c1C	i	7%	-8%	-1%	8%	-1%	7%	5.2%	-3.0
COc1ccc(NC(=O)C2CCN(C(=O)C3CC(=O)N(c4ccc(C)cc4)C3)CC2)cc1 (centres undefined)	i	-1%	1%	-13%	-14%	-14%	-21%	-0.6%	-2.2
CC1(C)CC2CC(C)(CN2C(=O)NC(=O)c2ccccc2)C1 (centres undefined)	?	-4%	-3%	-5%	-2%	-8%	0%	-0.5%	-1.0
CCOC(=O)c1c(-c2ccc(OC)cc2)oc2c1C(OC(C)=O)CCC2 (centres undefined)	i	.	19%	.	.	32%[activator]	.	6.0%	0.8
COc1ccc(NC(=O)c2ccc(-c3cccc(Cl)c3C)o2)cc1	i	2%	.	-54%	-11%	11%	?	8.2%	.
CC(OC(=O)C1=COCCO1)C(=O)NC(C)c1ccc(Cl)cc1Cl (centres undefined)	i	-4%	9%	0%	-19%	-12%	-1%	0.1%	1.9
COc1ccccc1C(=O)NCC(=O)OCc1nnc(-c2ccccc2)o1	i	.	5%	-13%	.	.	-15%	7.7%	3.3
CCCCC(=O)NC1=NC(=O)C(C)(C)S1	i	-13%	1%	-5%	7%	0%	-10%	0.0%	-1.9
CCn1nc(C)cc1-c1n[nH]c(=S)n1N	i	2%	4%	0%	5%	-5%	3%	-0.4%	0.2
COc1ccc(NC(=O)CN2C(=O)CSc3ccc(S(=O)(=O)N4CCCC4)cc32)cc1OC	i	0%&-2%	-7%	0%&1%	-25%	14%&6%	9%&-15%	-0.7%&-0.5%	-4.4
COc1cccc(Cn2cc(/C=N/NC(=O)c3cc(O)cc(O)c3)c3ccccc32)c1	i	-1%	6%	-21%	2%	6%	?	4.0%	-3.1

(continued)
SMILES	ATXN viability	A549 viability	EPAC2 agonist	HepG2 viability	Nrf2 block	ATXN2 expr inh	TGFb SMAD3 inh	Nrf2 ARE act	IL2 activator
COCCN1C(=O)N[C@@H](c2ccccc2)C(C(C)=O)=C1C	i	-3%	10%	2%	6%	1%	?	-0.9%	-0.6
Cc1ccc(NC(=O)COc2ccc(Br)cc2C)cc1	i	15%	0%	-2%	?	32%	9%	0.6%	0.4
Cc1ccc(C(=O)Nc2nc(=O)n(C(=O)c3ccccc3C)s2)cc1	i	-5%	-5%	-87%	.	20%	?	2.7%	-0.3
COc1ccccc1C(=O)O/N=C(\c1ccccc1)c1ccncc1	i	7%	6%	4%	10%	-7%	6%	0.1%	-3.5

Four entries from above in a different format.
Below each compound: ATXN viability	A549 viability	EPAC2 agonist	HepG2 viability	Nrf2 block	ATXN2 expr inh	TGFb SMAD3 inh	Nrf2 ARE act	IL2 activator
Cc1ccc(NC(=O)COc2ccc(Br)cc2C)cc1
→ i	15%	0%	-2%	?	32%	9%	0.6%	0.4
COc1ccccc1C(=O)O/N=C(\c1ccccc1)c1ccncc1
→ i	7%	6%	4%	10%	-7%	6%	0.1%	-3.5
COCCN1C(=O)N[C@@H](c2ccccc2)C(C(C)=O)=C1C
→ i	-3%	10%	2%	6%	1%	?	-0.9%	-0.6
Cc1ccc(C(=O)Nc2nc(=O)n(C(=O)c3ccccc3C)s2)cc1
→ i	-5%	-5%	-87%	.	20%	?	2.7%	-0.3
